PKA-R1A act = activators of PKA-R1A holoenzyme, primary screen, biochemical, fluorescence polarization, Cy5-IP20, bovine R1A, mouse PKAc; activation, % at 11.4 µM; AID 504707, 2011; PKA-R1A dissociation; scaled: DMSO 0%, 113 µM cGMP 100%; actives 0.083% (n = 340,000);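 active means percent activation above the mean of all tested compounds plus 3 SD, cut at about 19% in these data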;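 further: higher means more PKAc released from R1A so a rise in polarization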
Pemphigus Ab inh = inhibitors of pemphigus antibody binding to DSG3, primary screen, biochemical, bead-based, flow cytometry, scFv-GFP; binding (percent of control), % at 10 µM; actives 0.48% (n = 310,000); DSG3-coupled beads, scFv-anti-DSG3-GFP binding; active compounds read low; Desmoglein-3 (Homo sapiens), P32926;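 active means binding more than 3 SD below its plate's average and above zero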;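 further: hits lower antibody fragment binding to DSG3; some compounds called inactive have numbers as strong as hits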
Arr AP2 block = inhibitors of beta-arrestin/AP2 binding, primary screen, biochemical, GPCR trafficking, flow cytometry; actives 0.31% (n = 340,000); AID 504490, 2011; beta-arrestin 1 C-terminal peptide binding to AP2 beta2-adaptin appendage (human); FITC-arrestin peptide / GST-AP2 beads; AP2 beta2 appendage carries R879A mutation; inhibition, % at 10 µM;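 active means inhibition above a set limit, near 3 SD of compounds lacking own fluorescence, cut at about 54% in these data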;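 further: plate controls were DMSO wells for no effect and 5 µM unlabelled arrestin peptide for full effect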
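System: GST-AP2 R879A glutathione beads. Medium: PBS with 0.05% Tween 20 and 0.1% BSA. Also added: FITC-arrestin peptide, 50 nM. Incubation: 12 min plus 1 h, RT. Measured by: high-throughput flow cytometry of beads, ex 488, em 535 nm. Evaluation: percent drop in bead-associated FITC signal.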
OPRM1-OPRD1 ag = agonists of OPRM1-OPRD1 heterodimerization, primary screen, cell-based, luminescence; cells; activation, % at 9.3 µM; actives 0.3% (n = 340,000); AID 504326, 2011; in the data active means activation above about 18%;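 further: 0% = vehicle-treated cells and 100% = reference agonist; values of inactives mirror those of a sister screen read the other way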
Target sequence (P35372 whole entry, looked up): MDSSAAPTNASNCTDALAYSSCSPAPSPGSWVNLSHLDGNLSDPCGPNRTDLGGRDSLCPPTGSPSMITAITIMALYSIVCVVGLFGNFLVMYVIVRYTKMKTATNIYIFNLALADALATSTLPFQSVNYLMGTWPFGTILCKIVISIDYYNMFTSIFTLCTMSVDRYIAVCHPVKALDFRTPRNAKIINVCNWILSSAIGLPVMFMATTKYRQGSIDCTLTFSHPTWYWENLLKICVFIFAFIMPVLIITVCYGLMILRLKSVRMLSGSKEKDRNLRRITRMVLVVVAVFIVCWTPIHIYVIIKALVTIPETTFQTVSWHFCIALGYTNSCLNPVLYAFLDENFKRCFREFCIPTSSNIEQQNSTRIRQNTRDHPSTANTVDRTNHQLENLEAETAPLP
Target sequence (P41143 whole entry, looked up): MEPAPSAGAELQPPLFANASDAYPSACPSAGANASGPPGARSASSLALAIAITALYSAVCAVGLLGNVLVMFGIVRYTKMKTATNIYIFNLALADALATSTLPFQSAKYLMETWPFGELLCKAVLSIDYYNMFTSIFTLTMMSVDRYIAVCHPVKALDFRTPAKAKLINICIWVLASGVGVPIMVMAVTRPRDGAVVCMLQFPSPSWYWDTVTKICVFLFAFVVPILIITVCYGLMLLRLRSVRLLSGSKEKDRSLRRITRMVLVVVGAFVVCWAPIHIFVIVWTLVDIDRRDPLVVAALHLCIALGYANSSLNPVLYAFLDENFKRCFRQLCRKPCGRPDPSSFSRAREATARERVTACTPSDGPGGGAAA
MOR-DOR inv ag = inverse agonists of MOR-DOR heterodimerization, primary screen, cell-based, luminescence; Mu-type opioid receptor (Homo sapiens) + Delta-type opioid receptor (Homo sapiens), …; cell-based MOR-DOR heterodimer luminescence, inverse agonism; inhibition, % at 9.3 µM; actives 0.21% (n = 340,000); AID 504357, 2011; in the data active means inhibition above about 22%, passing the limit was not always enough;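 further: 0% = cells with DMSO and 100% = wells without cells with DMSO; values of inactives mirror those of a sister screen read the other way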
HTR5A ag = HTR5A agonists in luminescence cell assay, primary screen, counter-screen for OPRM1-OPRD1 heterodimer agonist project, full-deck HTS; AID 504692, 2011; actives 0.61% (n = 340,000); cell-based; activation, % at 9.3 µM; 5-hydroxytryptamine receptor 5A (Homo sapiens), P47898; in the data active means activation mostly above about 9.5%, no sharp cut-off; inactive means mostly below about 7.6%;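 further: 0% = cells with vehicle only and 100% = reference agonist; strong numbers were not always called active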
V-ATPase pHluor = regulators of yeast V-ATPase proton pumping, primary screen, pHLuorin cytosolic pH fluorescence; S. cerevisiae; response, % at 10 µM; actives 0.37% (n = 350,000); AID 504577, 2011; in the data active means response mostly above about 7.3%, no sharp cut-off; inactive means mostly below about 5.4%; further: actives read high; inactives centre near 0; some compounds called inactive have numbers as strong as hits; reference of the scale not given here
HTR5A inv ctr = HTR5A inverse agonists in luminescence cell assay, primary screen, counter-screen for OPRM1-OPRD1 heterodimer inverse agonist project, full-deck HTS | inhibition, % at 9.3 µM | 5-hydroxytryptamine receptor 5A (Homo sapiens), P47898 | HTR5A cell line, inverse agonism | actives 0.083% (n = 340,000) | AID 504634, 2011; in the data active means inhibition mostly above about 23%, no sharp cut-off; inactive means mostly below about 18%;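 further: 0% = cells with DMSO and 100% = no-cell wells with DMSO; some compounds called inactive have numbers as strong as hits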
DAGLB inhibitor = DAGLB lipase inhibitors, primary screen, biochemical, fluorescence, HTS. Diacylglycerol lipase-beta (Homo sapiens), Q8NCG7. HEK293T DAGLB membrane lysate, EnzChek fluorogenic substrate. inhibition, % at 5.17 µM. actives 0.059% (n = 340,000). AID 504411, 2011; in the data active means inhibition above about 34%;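 further: 0% = enzyme with vehicle and 100% = wells lacking enzyme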
PKA-R2B act = activators of PKA-R2B holoenzyme, primary screen, biochemical, fluorescence polarization, Cy5-IP20, human; activation, % at 11.4 µM; cAMP-dependent protein kinase catalytic subunit beta (Homo sapiens) + cAMP-dependent …; actives 0.079% (n = 340,000); PKA-R2B holoenzyme dissociation; R2B truncated from residue 108, S112A mutant; 0% DMSO only, 100% 113 µM cGMP;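 active means activation above a cutoff set at the mean over all compounds plus 3 SD, cut at about 18% in these data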;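 further: higher means more holoenzyme dissociation and a rise in polarization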
Starred values were filed as active, the others as inactive; / = no result given. Not a hit list; about 2.4% have a hit in one of these screens.

SMILES	PKA-R1A act	Pemphigus Ab inh	Arr AP2 block	OPRM1-OPRD1 ag	MOR-DOR inv ag	HTR5A ag	V-ATPase pHluor	HTR5A inv ctr	DAGLB inhibitor	PKA-R2B act
CC(CC(=O)OCC(=O)NCc1ccc(Cl)cc1)c1ccccc1 (stereo unspecified)	-2	104	-20	-0.1	1	1	0	2	-7	-11
COc1c(/C=N/NS(=O)(=O)c2ccc(C)cc2)c(CCN(C)C(C)=O)cc2c1OCO2	4	88	17	-2.5	13	2	1	-6	1	8
Cc1ccc2c(C(=O)CN3CCC(C(N)=O)CC3)c(C)[nH]c2c1	6	119	-5	-1.8	8	1	0	-4	-6	7
CN(Cc1cc(Cl)cc(Cl)c1O)Cc1c(O)ccc2ccccc12	-13	123	-3	8.1	-39	-1	-1	3	5	-7
Cc1ccc(C(=O)OCC(=O)N(Cc2ccccc2)C(C)C)cc1C	1	/	-1	-1.6	8	-4	-2	14	-5	-12
COc1ccc(Cn2nnnc2C(CC(C)C)N2CCC(C(N)=O)CC2)cc1 (stereo unspecified)	0	87	3	-2.2	11	-4	-3	11	-2	5
O=C(CCc1nnc(CCCCc2ccccc2)o1)NCc1cc(F)ccc1F	-3	98	-3	-2.8	13	-1	1	-21	-2	-8
N#Cc1c(NC(=S)NC(=O)C2CCCC2)sc2c1CCCCC2	-7	97	1	-0.2	1	7	-1	0	-16	-8
Cc1ccc(CN(C)C(=O)c2cc(S(=O)(=O)N3CCOCC3)ccc2F)o1	-15	/	3	-3.2	13	-2	-4	4	-1	2
O=C1Nc2ccc(F)cc2C12SCCS2	6	100	3	0.2	-1	-3	5	-19	-4	-7
COC(=O)c1cn(C(=O)c2ccc(C)cc2C)c2ccccc12	-12	102	6	-0.1	1	1	3	-3	-9	-1
Cc1ccc(-c2nnc(Nc3ccc(C(=O)N(C)C)cc3)c3ccccc23)cc1S(=O)(=O)NCC1CCCO1 (stereo unspecified)	3	97	0	-2.0	10	4	3	10	2	-6
CCc1cc2c(NCC3CCCO3)ncnc2s1 (stereo unspecified)	-8	100	-5	-1.1	7	-2	2	4	-2	-4
Cc1csc(SCC(=O)NC2CCCC2)n1	-8	/	-8	1.0	-4	12	-2	-34	-2	0
O=C1CCc2cc(S(=O)(=O)Nc3ccccc3)cc3c2N1CCC3	-9	100	17	-3.4	17	-2	-1	1	-3	-1

Ordered by the number under V-ATPase pHluor (largest number first): some entries from above
SMILES	V-ATPase pHluor
CCc1cc2c(NCC3CCCO3)ncnc2s1 (stereo unspecified)	2
O=C1CCc2cc(S(=O)(=O)Nc3ccccc3)cc3c2N1CCC3	-1
Cc1csc(SCC(=O)NC2CCCC2)n1	-2

(further entries)
SMILES	PKA-R1A act	Pemphigus Ab inh	Arr AP2 block	OPRM1-OPRD1 ag	MOR-DOR inv ag	HTR5A ag	V-ATPase pHluor	HTR5A inv ctr	DAGLB inhibitor	PKA-R2B act
Cc1c(NS(=O)(=O)c2cc(C(=O)NCc3cccnc3)cc(Cl)c2Cl)c(=O)n(-c2ccccc2)n1C	-10	109	-2	-1.2	8	-7	-1	20	-1	-11
Cc1cc(OCC(=O)N2CCCCCC2)ccc1[N+](=O)[O-]	0	90	0	-1.3	7	2	1	-11	0	-1
O=C(CCCc1c[nH]c2ccccc12)Nc1ccc(S(=O)(=O)Nc2ncccn2)cc1	1	99	1	-3.3	18	-2	-4	1	2	-8
CCCCN1CC(COc2ccccc2)Oc2cccc(F)c2S1(=O)=O (stereo unspecified)	-6	97	-2	1.8	-8	1	4	-4	-11	-11
CC(C)Cn1[nH]c2c3c(ccc2c1=O)C(=O)c1ccccc1C3=O	6	109	9	2.8	-16	4	2	-16	11	-5
CCn1c2ccccc2c(=O)c2ccccc21	-3	107	17	-0.7	3	2	-2	12	0	-8
CN1C(c2ccc(F)cc2)=CS/C1=C(/C#N)c1nnc2n1-c1ccccc1SC2	5	89	-8	-2.2	11	-5	-2	21	0	0
Cc1ccc(N2C(=O)C3C4C=CC(CNC(=S)Nc5ccc(F)cc5)(O4)C3C2=O)cc1 (stereo unspecified)	1	131	-2	-2.6	14	6	2	-18	-1	-3
Cc1cnc(C(=O)Nc2nnc(SCc3c(Cl)cccc3Cl)s2)cn1	-1	80	-1	1.2	-6	3	4	-5	2	-12
COC(=O)c1cc(-c2c(C)oc3cc(OC(C)C)ccc3c2=O)c(C)o1	3	108	-4	4.1	-24	1	-5	-11	0	-5
CCCn1c(N)c(C(=O)CSc2nnc(C3CC3)n2-c2ccccc2)c(=O)[nH]c1=O	-2	99	3	-2.3	12	3	-4	-12	1	0
COc1ccc(NC(=O)CCNC(=O)Cn2cnc3ccccc3c2=O)cc1OC	-2	109	1	-1.7	9	-5	-5	14	1	21*
COc1cc(NC(=O)c2ccco2)c(OC)cc1NC(=O)Nc1cccc(Cl)c1	-6	94	-12	-0.4	2	3	4	-8	1	-8
CCN(CC(=O)Nc1c(F)cccc1F)C(=O)CCN1C(=O)C2CCCCC2C1=O (stereo unspecified)	9	96	0	-2.2	12	-3	-3	7	2	-6
CC1=Nc2ccccc2N=C(NC(=O)c2ccccc2)C1c1ccccc1 (stereo unspecified)	-2	91	8	-2.9	15	6	-2	-9	-2	2
Cc1ccc(C(=O)CCC(=O)Nc2ccc(C)cn2)cc1	-2	97	5	-1.1	6	4	1	-14	-2	-9
COc1cc2c(N3CCOCC3)cc(O)c(CC(=O)Nc3ccccc3)c2cc1OC	-2	99	-7	-2.5	14	0	2	8	-2	-9
Cc1ccc(S(=O)(=O)NCCOCCNS(=O)(=O)c2ccc(C)cc2)cc1	-2	96	-7	-0.7	4	8	0	-21	0	1
S=C(NCc1cccc(Cl)c1)NCc1ccco1	-2	/	44	-1.6	9	-1	0	-27	3	8
O=C(Cc1ccccc1)N/N=C/c1cccn1-c1ccc([N+](=O)[O-])cc1	-12	/	-1	5.0	-24	0	-5	-23	3	0
CC(=O)Nc1ccc(NC(=O)c2nccnc2C(=O)O)cn1	-4	98	25	-3.5	18	3	-2	-11	-4	-2
COc1ccc(OC)c(NC(=O)c2cc(OC(C)=O)cc(C(=O)Nc3cc(OC)ccc3OC)c2)c1	-1	102	11	3.0	-14	18*	3	-68	-2	5
COC(=O)[C@@H](NC(=O)N1CCN(c2cccc(C(F)(F)F)c2)CC1)C(C)C	2	101	8	1.8	-10	-4	11	-9	-3	1
CC1=NN(c2ccc(Br)cc2)C(=O)/C1=C/c1cccs1	1	92	-16	1.9	-11	6	-3	-19	26	2
CN1CCN(CC(=O)Nc2ccc([N+](=O)[O-])cc2Br)CC1	-4	105	-21	-2.3	12	-6	0	2	2	2
CC(C)CCN1C(=O)c2ccc(C(=O)NCc3ccco3)cc2C1=O	-7	/	3	0.3	-1	6	4	7	-1	7
CSc1ncc(Cl)c(C(=O)Nc2nnc(SC)s2)n1	-4	97	0	-2.2	9	4	0	-14	2	2
Cc1cc(OCC(=O)Nc2ccncc2)ccc1Cl	-7	105	37	0.0	0	1	1	-2	-4	-9
Cc1ccc(OC(C)C(=O)Nc2ccc(S(=O)(=O)Nc3cc(C)on3)cc2)cc1 (stereo unspecified)	-3	98	2	0.8	-5	1	-1	7	2	-4
COc1ccc(N2CCN(C(=O)CN3C(=O)NC4(CCCc5ccccc54)C3=O)CC2)cc1 (stereo unspecified)	-10	94	6	-1.9	10	3	-5	8	-2	-15
Cc1ccc(C(=O)Oc2ccc(N3C(=O)CCC3=O)c(C)c2)cc1	4	94	22	-0.7	4	10	1	17	-5	-7
CCOC(=O)[C@@H]1[C@H]2COc3ccccc3[C@@H]2N2C(=O)N(c3cccc(C)c3)C(=O)[C@@]12C	-15	101	4	-3.5	20	0	0	3	-2	2
COCC(=O)Nc1nc2n(n1)C(c1ccc(OC)cc1)CC(c1ccc(OC)cc1)N2 (stereo unspecified)	6	97	-5	0.2	-1	0	0	0	-2	7
CCCCn1nc(C(=O)NC2=NCCS2)c2ccccc2c1=O	-7	96	-8	0.0	0	-2	-2	-2	-1	-4
COc1ccc(C2(CNC(=O)c3cc(OC)c(OC)c(OC)c3)CCCC2)cc1OC	-1	119	6	-0.2	1	3	8	22	1	-1
COc1cccc(CNC(=S)NC2CCCC2)c1	1	127	-4	-3.0	16	2	4	-10	1	6
Cc1cc(C)nc(NC(=O)NS(=O)(=O)N2CCCCCC2)n1	-3	107	-4	-4.2	17	1	-2	-5	0	-8
CN1C[C@@H]2[C@@H]3C(=O)N(Cc4ccccc4)C(=O)[C@@H]3[C@](C)(C1=O)N2C(=O)c1ccc(C(F)(F)F)cc1	-1	104	13	3.7	-22	2	-4	-6	-1	-4
C=CCNC(=O)COC(=O)CNC(=O)c1cc(Cl)cc([N+](=O)[O-])c1	-9	101	-11	0.7	-3	3	3	-37	2	-14
CCC(C)N(C(=O)COC(=O)c1ccc(=O)n(Cc2ccccc2)n1)C1CCS(=O)(=O)C1 (stereo unspecified)	-13	103	25	-2.1	11	-3	-2	8	-2	6
COc1ccc2oc(=O)c(C(=O)OCc3ccccc3)cc2c1	-6	104	-8	-0.1	0	-1	0	3	-3	-4
O=C(CCn1c(=O)[nH]c2ccsc2c1=O)N1CCN(c2ccc([N+](=O)[O-])cc2)CC1	-6	/	2	0.1	0	-2	0	7	4	-3
COc1cc(OC)cc(-c2c(-c3ccc(F)cc3)c3cc(-c4ccc5cc[nH]c5c4)ccc3n2C)c1	-3	99	1	-1.4	9	2	-1	-14	-4	-10
O=C(CS(=O)(=O)Cc1ccccc1)Nc1ccc(Cl)cn1	0	106	9	0.6	-3	-4	4	-14	-4	-14
O=C(CS(=O)(=O)c1cn(CC(=O)N2CCCC2)c2ccccc12)Nc1ccccc1	11	102	-7	-3.9	20	7	-5	-16	1	-7
CCOc1c2ccc(C(=O)NCc3ccc4c(c3)OCO4)cc2nn1CCOC	-3	102	-2	-3.9	18	-1	-1	13	-2	-1
CCOC(=O)N1CCN(C(=O)CCCCn2c(=S)[nH]c3ccsc3c2=O)CC1	-5	113	0	0.7	-4	-1	-2	-5	2	-8

Compound activity (PubChem BioAssay)
